Compound activity as filed in PubChem BioAssay.
Giardia kill = Small Molecules that selectively kill Giardia lamblia: qHTS. 0.15% of 340,000 active. Giardia lamblia trophozoite viability. activity change, % at 7.66 µM, hits read low. AID 540267, 2011; in the data active means activity change below about -80%; inconclusive means between about -30% and that limit;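 further: parasites exposed to compound for two days anaerobically before the ATP read; on the % scale 0 is the no-effect control and ±100 the full control effect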
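Media and compound were dispensed first, then trophozoites at 100 cells/well; plates sat 48 hrs at 37 deg C without oxygen before ATP luminescence reagent was added and read after 15-30 min at room temperature.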
A-T KAP1 phos = qHTS Assay for Identifying a Potential Treatment of Ataxia-Telangiectasia; […] A-T fibroblasts, KAP-1 phosphorylation AlphaLISA; neocarzinostatin DNA damage 30 min before lysis; 0.19% of 320,000 active; AID 485349, 2010; Potency, µM (highest dose often 57.5 µM), without a hit: at the highest dose activation, most hits filed as activators; further: potency means the concentration at half of the fitted maximal effect; % of control where 0% means no effect; nearly all actives have a fitted effect of over 45% in size
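ATM-like activity read as KAP-1 phosphorylation via AlphaLISA donor/acceptor antibody pairs after lysis and 6 hr at 25C. Cells were ATM-null patient fibroblasts ([…], hTERT), dosed 60 min, then exposed to the DSB inducer NCS for 30 min.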
GALK inhibitor = qHTS Assay for Inhibitors of Human Galactokinase (GALK). P51570. Purified GALK, Kinase-Glo residual ATP luminescence. Potency, µM (series often up to 57.5 µM), without a hit: at the highest dose activity change, negative = inhibition, most hits filed as inhibitors. 0.007% of 270,000 active. AID 1868, 2009; further: potency means the concentration at half of the fitted maximal effect; on the % scale 0 is the no-effect control and ±100 the full control effect
Target sequence (P51570 whole entry, looked up): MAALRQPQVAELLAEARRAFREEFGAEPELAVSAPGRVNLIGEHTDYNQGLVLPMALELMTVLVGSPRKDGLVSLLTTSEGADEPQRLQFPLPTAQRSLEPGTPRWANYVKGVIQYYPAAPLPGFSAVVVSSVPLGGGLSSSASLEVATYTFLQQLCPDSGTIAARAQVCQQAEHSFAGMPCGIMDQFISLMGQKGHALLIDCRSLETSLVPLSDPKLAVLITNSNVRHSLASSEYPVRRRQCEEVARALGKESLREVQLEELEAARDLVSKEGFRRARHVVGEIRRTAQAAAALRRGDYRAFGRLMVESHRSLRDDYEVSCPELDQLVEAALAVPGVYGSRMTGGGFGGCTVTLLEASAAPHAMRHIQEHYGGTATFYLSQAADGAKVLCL
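Galactose (100 uM) and ATP (35 uM) were turned over by 5 nM GALK for 1 h at RT. Kinase-Glo Plus then converted the remaining ATP into a luminescent signal.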
Coupling enz = qHTS Assay for Inhibitors of Fructose-1,6-bisphosphate Aldolase from Giardia Lamblia: Coupling assay counterscreen. coupling enzyme system counterscreen, AmpLite Red fluorescence. activity change, negative = inhibition, % at 58.2 µM, hits read low. 0.67% of 290,000 active; in the data active means activity change below about -30%; further: on the % scale 0 is the no-effect control and ±100 the full control effect
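First, compound is pin-transferred into glyceraldehyde-3-phosphate coupling-enzyme reagent at 57.5 uM final and held 10 min at RT. Next, substrate, coupling system and AmpLite Red are added. After 20 min RT, fluorescence (525/598 nm) is read.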
CXXC DNA block = qHTS Fluorescence Polarization Assay for Inhibitors of MLL CXXC domain - DNA interaction; 0.037% of 290,000 active; Potency, µM (series often up to 115 µM), inactives show at the top dose activity change, negative = inhibition, usual class: inhibitors; MLL-CXXC / FITC-HOXA9 DNA fluorescence polarization; Histone-lysine N-methyltransferase 2A (Homo sapiens), Q03164; active means well fitted inhibition curve with a large enough effect in the polarisation, with a control signal flat, not every such curve was filed as active; inconclusive means small, poorly fitted or top-dose-only effect, or effect the other way, or a change in a side signal; inactive means no such curve, though single readings can be large or run the other way; the % refers to the polarisation; further: potency means the concentration at half of the fitted maximal effect
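Steps: dispense CXXC domain solution (7 uM) → pin compounds or unlabeled HOX-A9 DNA control → 5 min ambient → add FLSN-HOX-A9 solution (50 nM) → spin → 30 min ambient → fluorescence polarization. Tris pH 7.5/NaCl/DTT/BSA buffer.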
TCR act = Activators of T cell receptors: qHTS campaign. primary human leukocytes, anti-CD3, IL-2 HTRF, 48 h. Potency, µM (highest dose often 9.22 µM), for inactives: at the top dose activation of IL-2 secretion, actives largely listed as activators. 330,000 tested, under 10 active. AID 504894, 2011; further: % of control where 0% means no effect
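48 hr co-incubation of compounds, a-CD3 beads and primary human leukocytes; IL-2 quantified homogeneously by HTRF with anti-IL-2 K and d2 conjugates.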
TSHR antag = Antagonists of the Thyroid Stimulating Hormone Receptor: HTS campaign; Thyrotropin receptor (Homo sapiens), P16473; TSHR-expressing cells, TSH-stimulated cAMP HTRF, 2 h; active compounds read low; activity change, negative = inhibition, % at 11.5 µM; 0.2% of 330,000 active;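 active means activity change below a set negative limit, meaning inhibition stronger than a set level, cut at about -70% in these data; inconclusive means activity change between two set negative limits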; further: on the % scale 0 is the no-effect control and ±100 the full control effect
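Antagonism was scored as loss of TSH-driven cAMP in TSHR cells, stimulated with 4nM TSH (EC80) for 2 hours at 37 deg C and detected by homogeneous HTRF competition immunoassay.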
KCNH2 WT inh = qHTS for Inhibitors of KCHN2 3.1: Wildtype qHTS. 0.37% of 340,000 active. U2OS, BacMam KCNH2, thallium flux FluxOr; active compounds read low. activity change, % at 1.84 µM. Voltage-gated inwardly rectifying potassium channel KCNH2 (Homo sapiens), Q12809;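 active means maximum activity change below -70%; inconclusive means maximum activity change between -70% and -50%; inactive means maximum activity change above -50%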; further: on the % scale 0 is the no-effect control and ±100 the full control effect
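U2OS cells transduced with wild-type KCNH2 virus are loaded with FluxOr dye for 45 min, and thallium flux is measured in kinetic reads before and after stimulation buffer. Rate constants are normalized to DMSO controls.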
Chronic BCR inh = qHTS Assay to Find Inhibitors of Chronic Active B-Cell Receptor Signaling. 0.05% of 340,000 active. Potency, µM (highest dose often 46.1 µM), without a hit: at the highest dose ratio change, negative = lower green/red ratio, usual class: inhibitors. ABC-DLBCL IkBa-CBG/CBR reporter, luminescence ratio, 4 h. AID 493014, 2011; active means well fitted inhibition curve with a large enough effect in the signal ratio, with a control signal flat, not every such curve was filed as active; inconclusive means small, poorly fitted or top-dose-only effect, or effect the other way, or a change in a side signal; the % refers to the signal ratio;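 further: potency means the concentration at half of the fitted maximal effect; plate controls were basal doxycycline-induced cells for no effect and cells given 10 µM MG132 for full effect; MG132 reads +100%, hits lower the ratio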
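TMD8 human ABC-DLBCL cells with doxycycline-inducible IκBα–green luciferase fusion and unfused red luciferase, in 0.5% FBS medium; compounds up to 46 uM, 4 h at 37C. Green/red luminescence ratio, filter-overlap corrected, fitted to concentration-response curves.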
Tb PFK inh = qHTS Assay to Find Inhibitors of T. brucei phosphofructokinase | ATP-dependent 6-phosphofructokinase (Trypanosoma brucei brucei), O15648 | T. brucei PFK, ADP-Glo luminescence | Potency, µM (highest dose often 57.5 µM), for inactives: at the top dose activity, negative = inhibition, most hits filed as inhibitors | 0.17% of 330,000 active | AID 485367, 2010;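 further: potency means the concentration at half of the fitted maximal effect; 0% = uninhibited 1x PFK enzyme wells and -100% = no-enzyme wells; nearly all actives have a fitted effect of over 60% in size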
Target sequence (O15648 whole entry, looked up): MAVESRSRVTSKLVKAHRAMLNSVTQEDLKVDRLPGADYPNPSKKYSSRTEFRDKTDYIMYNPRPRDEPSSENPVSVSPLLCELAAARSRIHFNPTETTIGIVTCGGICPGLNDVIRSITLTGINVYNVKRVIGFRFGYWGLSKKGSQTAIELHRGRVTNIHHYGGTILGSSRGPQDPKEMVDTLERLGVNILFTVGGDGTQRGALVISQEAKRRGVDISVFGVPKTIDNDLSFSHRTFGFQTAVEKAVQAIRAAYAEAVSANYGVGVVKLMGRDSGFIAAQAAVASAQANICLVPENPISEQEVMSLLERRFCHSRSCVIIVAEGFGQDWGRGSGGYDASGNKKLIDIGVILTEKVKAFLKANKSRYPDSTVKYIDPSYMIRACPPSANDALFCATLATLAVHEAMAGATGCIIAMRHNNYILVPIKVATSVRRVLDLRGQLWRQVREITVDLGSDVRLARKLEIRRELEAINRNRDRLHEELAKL
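PFK 1.25 nM, F6P 0.5 mM, ATP 0.1 mM, 0.1 M TEA pH 8.0, 5 mM MgCl2, 0.01% Tween20, 0.1% BSA; 45 min RT. ADP-Glo readout. qHTS titration up to 57 uM; curves fitted, compounds curve-classed.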
Numbers without * were called inactive; ? = inconclusive; nt = not tested or not shown; & = joins results of further samples; [ ] = dose if it differs, or a comment. Unless noted, the call rests on the fitted dose curve; in most records, active means well fitted curve in the direction sought with a large enough effect; inconclusive means small, poorly fitted or top-dose-only effect, or another doubt; inactive means no such curve, though single readings can be large; an effect the other way counts as inactive or inconclusive. No enrichment for hits; about 1.6% have a hit in one of these screens.

Every second line gives: Chronic BCR inh	A-T KAP1 phos	TCR act	TSHR antag	GALK inhibitor	Tb PFK inh	Coupling enz	CXXC DNA block	Giardia kill	KCNH2 WT inh
(1) COCn1c(-c2cccc(Br)c2)nc2ccccc21
  -1%	12%	-29%	-14	-1%	-2%	1	-3%	6	-2
(2) Cc1ccc(NC(=O)Cn2cnc([N+](=O)[O-])c2)cc1C
  ?	-1%	4%	2	-7%	-1%	-1	23%	?	26
(3) Cc1ccc2c(c1)N(C(=O)CCC(=O)NCc1cccc(Br)c1)CC(C)O2 (configuration not stated)
  0%	-12%	13%	-3	nt	2%	-1	nt	-2	-3
(4) CCCCCCCn1c(NC(=O)CC)nc2ccccc21
  ?	20%	0%	2	-1%	1%	-24	-7%	-13	7
(5) COc1ccc(C2=NOC(C(=O)Nc3cc(C)on3)C2)cc1 (configuration not stated)
  -15%	12%	-23%	-6	2%	-2%	1	?	-10	-10
(6) COc1cccc(NC(=O)CN(C)C(=O)c2ccc(N3CCOCC3)c([N+](=O)[O-])c2)c1
  0%	0%	2%	0	nt	0%	nt	nt	-19	1
(7) CCN(CC)S(=O)(=O)c1ccc(/C(O)=C2/C(=O)C(=O)N(CCOC)C2c2ccccc2)cc1 (configuration not stated)
  -7%	0%	-2%	3	-6%	14%	6	-2%	-7	0
(8) CCOC(=O)C1CCN(S(=O)(=O)c2c[nH]c(=O)[nH]c2=O)CC1
  ?	-3%	-3%	-7	nt	0%	nt	nt	-15	-3
(9) COc1ccc(N(C(C)=O)S(=O)(=O)c2cccs2)cc1
  2%	nt	11%[46.1 µM]	1	2%	-2%	0	8%	-1	6
(10) CCCCN(CC)CCCNC(=O)c1cc2c(-c3ccc(OC)c(OC)c3)nn(C)c2s1
  -25%	-3%	10%	-3	nt	8%	0	?	-10	3
(11) COc1ccc(-c2nc(S(=O)(=O)c3ccccc3)c(NCCCN3CCOCC3)o2)cc1
  -1%	8%	2%	nt	nt	0%	nt	nt	0	-3
(12) CCOC(=O)/C(C#N)=C1\CC2CCC1(C)C2(C)C (configuration not stated)
  13%	0%	-15%	-4	-1%	-29%	6	3%	4	3
(13) COc1ccccc1N1CCN(CCCC(=O)c2ccc(F)cc2)CC1
  -1%	5%	39%	-7	2%	0%	1	12%	-19	45
(14) CN1CCc2c(sc(NC(=O)C3COc4ccccc4O3)c2C(N)=O)C1 (configuration not stated)
  -2%	3%	1%	4	1%	3%	1	8%	-14	12
(15) COc1ccc(-c2ccc(C#N)c(OC)n2)cc1
  ?	10%	-3%	-13	0%	2%	5	3%	11	1
(16) COc1ccc2sc(NCc3ccccc3)nc2c1
  ?	6%	-8%	0	-4%	0%	1	-25%	42[activator]	-3
(17) O=C(CSc1ccc(-c2ccco2)nn1)Nc1ccc(F)cc1F
  -3%	3%	2%	-4	-6%	-1%	nt	3%	-11	13
(18) CCOc1ccc(NC(=O)CN(C)C(=O)C2CCCO2)cc1OCC (configuration not stated)
  0%	11%	10%	15	nt	-2%	nt	nt	-9	4
(19) Cc1ccc(C(=O)NC(C)C(c2cccs2)N2CCCC2)s1 (configuration not stated)
  0%	-5%	0%	-9	-7%	1%	2	0%	25	6
(20) C[C@H](CO)N1C[C@H](C)[C@@H](CN(C)C(=O)NC2CCCCC2)Oc2ccc(NC(=O)Nc3ccc(C(F)(F)F)cc3)cc2C1=O
  -5%	-1%	-1%	-10	nt	5%	nt	nt	10	10
(21) Clc1ccccc1C(c1ccccc1)(c1ccccc1)n1ccnc1
  ?	5%	9%	-14&-24	-1%	1%	0&0&1	15%	4	-6
(22) Cc1ccccc1C(=O)NC1CCN(C(=O)NC2CCCCC2)CC1
  -3%	5%	-3%	3	-4%	0%	2	8%	-2	2
(23) COc1ccccc1/C=C/C=C1N=C(/C=C/c2ccc(Cl)cc2)OC/1=O
  -4%	-9%	-2%[46.1 µM]	7	1%	7%	6	48%[activator]	11	-5
(24) COc1ccccc1C(=O)NC(CCSC)C(=O)NNC(=O)c1ccccc1C (configuration not stated)
  -4%	-1%	0%	1	nt	-3%	nt	nt	0	11
(25) COC(C[C@@H]1O[C@@H]1[C@H](O)[C@H](C)OCc1ccccc1)OC
  1%	3%	-13%	5	-1%	-5%	4	0%	25	-5
(26) COC(=O)[C@]1(C)N[C@H](CN(C)C(=O)c2ccccc2)[C@@H]2C(=O)N(Cc3ccccc3)C(=O)[C@@H]21
  1%	1%	-2%	7	nt	-5%	nt	nt	-13	-2
(27) Cn1c(SCC(=O)Nc2cccc(NC(=O)c3cccs3)c2)nnc1-c1ccncc1
  ?	11%	-3%	-14	7%	3%	-2	3%	-15	7
(28) CCOc1cccc(-c2c(C(=O)N/N=C/c3ccoc3)nnn2-c2nonc2N)c1
  -3%	12%	0%	-15	-4%	-10%	nt	-6%	5	3
(29) N#Cc1cc2c(nc1SCC1COc3ccccc3O1)CCC2 (configuration not stated)
  ?	-6%	-9%	-9	-1%	1%	0	9%	0	-2
(30) Cc1cccc(C(=O)NCC(=O)NCC(c2cccs2)N2CCOCC2)c1 (configuration not stated)
  0%	26%	2%	32	nt	21%	nt	nt	7	-2
(31) Clc1ccccc1Cn1nnc2c(N3CCCC3)ncnc21
  2%	-5%	1%	-17	1%	2%	2	5%	1	13
(32) COCCN1CCN(c2cc(-c3ccccc3)nc3cc(-c4cccc(F)c4)nn23)CC1
  ?	8%	2%[46.1 µM]	-13	-3%	-4%	-6	2%	-11	-19
(33) O=C(c1ccc(=O)[nH]c1)N1CCN(S(=O)(=O)c2ccc(Cl)cc2)CC1
  4%	-4%	3%	0	-2%	3%	-2	7%	-5	-9
(34) COc1ccccc1CNC(=O)c1oc2ccc(S(=O)(=O)N3CCCC3)cc2c1C
  1%	-1%	0%	22	-1%	0%	3	-7%	10	-1
(35) CC1=NNC(=O)C1CC(=O)N/N=C/C(Br)=C/c1ccccc1 (configuration not stated)
  ?	2%	1%	7	nt	1%	3	5%	-22	17
(36) O=C(O)c1cc2c(cn1)[nH]c1ccccc12
  ?	-4%	1%	33	6%	0%	-7	?	-2	-7
(37) CCOc1cc(-c2nc(-c3ccccc3OC)no2)cc(OCC)c1OCC
  ?	3%	4%	-27	-3%	-1%	3	12%	7	1
(38) FC(F)Sc1ccc(Nc2ncnc3nc[nH]c23)cc1
  -14%	0%	3%[46.1 µM]	9	0%	-3%	0	13%	-4	-7
(39) CCCCN1CCCCC1C(=O)Nc1c(C)cc(C)cc1C (configuration not stated)
  4%	10%	2%	17	-3%	3%	0	4%	-21	19
(40) CC[C@@H]1CCCCc2ccccc2[C@H](C(=O)C[C@@H](O)CC(C)=O)OC1=O
  ?	-4%	1%	5	nt	-2%	nt	nt	15	11
(41) CCN(C(=O)CSc1nc2ccc(OC)cc2[nH]1)c1c(N)n(Cc2ccccc2)c(=O)[nH]c1=O
  -7%	2%	15%	-2	nt	4%	nt	nt	7	24
(42) COc1cc(-c2[nH]nc3c2C(c2ccoc2)C(C#N)=C(N)O3)cc(OC)c1OC (configuration not stated)
  -10%	-2%	0%[46.1 µM]	-18	2%	-1%	-9	24%	12	-3
(43) O=C(NCC(O)c1ccc2ccccc2c1)c1c(F)cccc1F (configuration not stated)
  ?	2%	4%	-2	5%	0%	1	13%	6	12
(44) Fc1ccc(C2CC(c3ccco3)=NN2c2ccccc2)cc1 (configuration not stated)
  ?	?	4%	-45	-1%	12%	4	5%	-1	-4
(45) CC(C)CCn1c2ccccc2c2cc(CC(N)=O)ccc21
  -20%	0%	-2%	-7	-5%	3%	-2	-15%	-18	10
(46) Cc1ccc(S(=O)(=O)N2CCCSCC2)cc1
  0%	-2%	-4%	8	0%	0%	-4	-6%	-6	3
(47) CC(C)NC(=O)c1cc2cc(Br)ccc2oc1=O
  2%	9%	-1%	19	5%	-1%	-2	5%	?	-15
(48) CCOC(=O)C1CCN(S(=O)(=O)c2cccc(-c3cn4cccc(C)c4n3)c2)CC1
  -16%	-1%	7%	-19	-3%	0%	-2	-1%	-4	1
(49) CCC(=O)Nc1ccc2c(c1)nc(CCN1CCN(c3ccccc3)CC1)n2C
  ?	-4%	0%	3	0%	0%	3	-9%	32[activator]	9
